Screening data as filed in PubChem BioAssay.
CCT modulator – modulators of cytosolic chaperonin (CCT/TRiC) activity. activity change, % (no concentration beside the values), hits read low. 360,000 tested, 0.3% active. purified chaperonin ATPase assay, HTRF ADP detection, 30 min; in the data active = activity change below about -30%; note: % is set by controls: 0 for no effect and ±100 for the full control effect
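TRiC at 40 or 20 nM final (batch-dependent) in 30 mM Tris pH 7.4, 100 mM KCl, 5 mM MgCl2, 1 mM DTT, with compound at single 76 uM and 10 uM ATP, 30 min at 37 deg C. ADP detected by HTRF Transcreener, 665/615 ratio.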
EPAC2 ag – EPAC2 (human) agonism; Q8WZA2; Potency, µM (top dose mostly 154 µM), without a hit: top-dose activation, most hits filed as activators; EPAC2 activation, biochemical qHTS; response scale: 100% = 6.5 mM cAMP response; 360,000 tested, 0.079% active; note: potency is the fitted concentration of half-maximal effect; nearly all actives have a fitted effect of over 50% in size
Target sequence (Q8WZA2 whole entry, looked up): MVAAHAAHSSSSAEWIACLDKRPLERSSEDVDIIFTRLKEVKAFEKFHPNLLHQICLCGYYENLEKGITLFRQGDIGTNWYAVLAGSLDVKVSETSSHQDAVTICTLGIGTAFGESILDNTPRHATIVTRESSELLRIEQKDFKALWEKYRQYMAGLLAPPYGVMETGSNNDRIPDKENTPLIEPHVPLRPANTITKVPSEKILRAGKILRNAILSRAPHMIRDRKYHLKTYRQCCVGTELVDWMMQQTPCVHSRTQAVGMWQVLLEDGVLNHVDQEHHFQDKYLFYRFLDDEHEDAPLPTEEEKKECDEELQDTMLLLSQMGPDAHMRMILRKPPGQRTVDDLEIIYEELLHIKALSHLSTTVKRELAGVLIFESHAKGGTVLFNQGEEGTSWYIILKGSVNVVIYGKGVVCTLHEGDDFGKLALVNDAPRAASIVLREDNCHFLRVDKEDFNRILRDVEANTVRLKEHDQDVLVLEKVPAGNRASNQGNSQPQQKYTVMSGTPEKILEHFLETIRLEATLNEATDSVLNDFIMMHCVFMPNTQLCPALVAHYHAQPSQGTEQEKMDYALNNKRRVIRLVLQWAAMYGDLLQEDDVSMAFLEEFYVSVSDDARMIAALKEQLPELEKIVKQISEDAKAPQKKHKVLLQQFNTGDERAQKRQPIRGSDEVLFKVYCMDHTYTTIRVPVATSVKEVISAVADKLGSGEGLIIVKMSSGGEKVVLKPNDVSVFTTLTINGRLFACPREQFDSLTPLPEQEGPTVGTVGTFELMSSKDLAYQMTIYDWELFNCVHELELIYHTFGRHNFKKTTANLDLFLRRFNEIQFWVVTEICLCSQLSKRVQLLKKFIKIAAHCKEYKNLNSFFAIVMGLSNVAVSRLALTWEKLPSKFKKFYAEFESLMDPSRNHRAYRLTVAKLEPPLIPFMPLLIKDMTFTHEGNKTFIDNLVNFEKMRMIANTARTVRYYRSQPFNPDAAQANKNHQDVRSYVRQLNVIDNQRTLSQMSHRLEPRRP
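Nucleotide exchange monitored as fluorescence drop when BODIPY-GDP leaves Rap1B. Reaction: 100 nM EPAC2, 250 nM RAP1B-BODIPY-GDP, 50 uM GDP, room temperature, kinetic read over 30 min. Activity expressed relative to 6.5 mM cAMP.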
A549 viability – counter-screen for Nrf2 inhibitors: cytotoxicity in A549 cells. A549 ARE-Fluc cells, CellTiter-Fluor viability, 18-24 h. Potency, µM (titrated, usually from 46 µM), for the others: at the top dose activity change, negative = cytotoxicity, usual class: inhibitors. 390,000 tested, 0.16% active; note: potency is the fitted concentration of half-maximal effect; % is set by controls: 0 for no effect and ±100 for the full control effect
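Cytotoxicity counterscreen: CellTiter-Fluor fluorescence was measured in A549 ARE_Fluc cells after 18-24 h of compound exposure in a concentration series. The subsequent BugLite luminescent read reports ARE-luciferase activity.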
Nrf2 ARE act – activates Nrf2 signaling | AREc32 ARE-luciferase reporter (MCF7-derived line), luminescence, 24 h | Potency, µM (titrated, usually from 46.1 µM), for the others: at the top dose activation, actives largely listed as activators | 410,000 tested, 0.31% active | AID 624171; note: potency is the fitted concentration of half-maximal effect; % of control where 0% means no effect; nearly all actives have a fitted effect of over 65% in size
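Cells of the AREc32 ARE-luciferase line are plated in OPTI-MEM containing 5% FBS and left overnight at 37 deg C. Compounds are pinned in, incubation continues 24 hr, and firefly luciferase signal is then measured.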
Nrf2 inh – inhibitors of Nrf2 signaling; A549 ARE-Fluc reporter, luciferase luminescence, 18-24 h; 360,000 tested, 2.1% active; Potency, µM (titrated, usually from 46 µM), inactives show top-dose activity change, negative = inhibition, actives largely listed as inhibitors; AID 504444; note: potency is the fitted concentration of half-maximal effect; % is set by controls: 0 for no effect and ±100 for the full control effect; nearly all actives have a fitted effect of over 60% in size
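A549 ARE_Fluc cells, 5000/well, 5% FBS OPTI-MEM; compounds in dose-response, 18-24 h at 37 °C/5% CO2; CellTiter-Fluor viability read (Ex 405/Em 525), then BugLite luciferase luminescence = Nrf2 activity.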
EPAC2 antag – antagonists of human EPAC2; EPAC2 GEF exchange of Rap1B-BODIPY-GDP, fluorescence; Potency, µM (highest dose often 114 µM), for inactives: at the highest dose activity, negative = inhibition, most hits filed as inhibitors; 360,000 tested, 0.18% active; AID 720708; note: potency is the fitted concentration of half-maximal effect; % is set by controls: 0 for no effect and ±100 for the full control effect; nearly all actives have a fitted effect of over 45% in size; many of its hits are not listed in these tables
TGFb inhibitor – TGF-b pathway inhibition. HepG2 CAGA-GFP TGF-b/SMAD3 reporter, GFP fluorescence, 18 h; TGF-beta stimulated, 500 pg/mL final. Potency, µM (titrated, usually from 46.1 µM), for inactives: at the highest dose activity, negative = inhibition, usual class: inhibitors. 410,000 tested, 1.2% active. AID 588855; note: potency is the fitted concentration of half-maximal effect; % is set by controls: 0 for no effect and ±100 for the full control effect; nearly all actives have a fitted effect of over 65% in size
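TGF-beta reporter screen: HEPG2 CAGA-GFP, 1% FBS, 500 pg/mL TGF-beta final, 18 h; per-cell GFP summed per well; curves fitted and categorized by class.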
pAkt inh – inhibitors of Akt phosphorylation. Neuro2A IGF-stimulated pAkt S473 HTRF, 20 min; stronger effect = lower value. activity change, % for hits at 50 µM. 360,000 tested, 0.32% active; in the data active = activity change below about -80%; inconclusive = mostly about -51% to -80%; note: % is set by controls: 0 for no effect and ±100 for the full control effect
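Neuro2A cells (4,500/well, DMEM with 0.5% FBS) were treated with compound at a single 50 µM final concentration, stimulated with 6 nM IGF for 20 min at 37 °C, and lysed. Phospho-Akt Ser473 was read by HTRF as 665/615 ratio ×10^4.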
Mm-Cpn inhibitor – blocks the Methanococcus maripaludis chaperonin Mm-Cpn; purified Mm-Cpn ATPase, ADP Transcreener TR-FRET; 330,000 tested, 0.031% active; AID 504842; Potency, µM (titrated, usually from 76.9 µM), without a hit: at the top dose activity, negative = inhibition, usual class: inhibitors; note: potency is the fitted concentration of half-maximal effect; % is set by controls: 0 for no effect and ±100 for the full control effect; nearly all actives have a fitted effect of over 80% in size
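Measured: ADP formation by purified Mm-CPN. Conditions: 25 nM protein, 10 uM ATP, Tris pH 7.4 with Mg2+, K+ and DTT, 37°C for 30 min. Detection: Transcreener HTRF after 30 min at room temperature.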
Numbers without * were called inactive; i = inactive; ? = inconclusive; . = no result given; [ ] = another dose, or the depositor's remark. Unless noted, calls come from the whole dose curve; as a rule, active = well fitted curve in the direction sought with a large enough effect; inconclusive = small, poorly fitted or top-dose-only effect, or another doubt; inactive = no such curve, though single readings can be large; an effect the other way counts as inactive or inconclusive. These rows are one share of the data; the hit share may differ from the screen's.

SMILES | CCT modulator | EPAC2 ag | A549 viability | Nrf2 ARE act | Nrf2 inh | EPAC2 antag | TGFb inhibitor | pAkt inh | Mm-Cpn inhibitor
COc1ccc(CC(=O)NNC(=O)c2cc(C)oc2C)cc1OC | 0.3 | 13% | 2% | 1.8% | -4% | -8% | 6% | i | -1%
COc1ccc(-c2noc(N3CCC(C(=O)Nc4cc(OC)c(OC)c(OC)c4)CC3)n2)cc1 | -1.5 | -13% | 0% | 0.4% | -11% | -1% | -14% | i | -1%
Cc1cc(NC(=O)C(C)SCC(=O)Nc2cc(C(F)(F)F)ccc2N2CCCCC2)no1 (stereo not drawn) | 1.2 | -5% | -16% | 3.4% | -23% | -6% | ? | i | 1%
CCOC(=O)C1(C)CCCN1C(=O)c1ccc(N(C)C)cc1 (stereo not drawn) | -1.5 | 0% | . | 0.8%[9.22 µM] | . | 7% | 10% | i | .
COc1ccc(N2CCN(C(=O)c3cc(C4CC4)nn3-c3ccccc3)CC2)cc1 | -4.5 | 15% | 1% | 0.5% | -9% | -22% | -4% | i | 1%
CCN(CC)C(=O)c1ccc2c3c(cccc13)C(=O)N(CCc1ccc(OC)c(OC)c1)C2=O | -0.8 | -5% | -17% | 2.4% | ? | -1% | 5% | i | -1%
Cc1ccc(C)c(NC(=O)CN(C)C(=O)c2cccc(Oc3ccccc3)c2)c1 | -1.7 | 8% | -22% | -0.4% | -16% | -16% | ? | i | -1%
CSc1ccc(C2NC(=O)c3c(sc4c3CCN(C)C4)N2)cc1 (stereo not drawn) | 1.6 | 5% | -3% | -0.2% | ? | 0% | 10% | i | -4%
COCCCNC(=O)C1CC(=O)N(CCc2ccc(F)cc2)C1 (stereo not drawn) | -2.2 | 5% | 1% | -0.6% | 5% | 6% | 0% | i | -1%
C/C(=N\NC(=O)c1ccccc1)C1C2C=CC(C2)C1(C)C (stereo not drawn) | -9.8 | 8% | 1% | 2.7% | 4% | 2% | -4% | i | -1%
O=C(Cn1nc(-c2ccc(Cl)cc2)ccc1=O)N1CCN(c2ccccc2)CC1 | 1.1 | 8% | 0% | 3.2% | -6% | 0% | -27% | i | -5%
CC(=O)N(C)N(C)c1cc(C)nc(N)n1 | 0.2 | 3% | -4% | 0.2% | 0% | 2% | 0% | i | -1%
CC(=O)c1ccc(NC(=O)Cn2cc(S(=O)(=O)Cc3cccc(Cl)c3)c3ccccc32)cc1 | . | . | -3% | 0.0% | ? | . | ? | . | .
CCN1CCN(C2=NC(=O)/C(=C/c3ccc(C)o3)S2)CC1 | -1.0 | 7% | -11% | 0.7% | -3% | 2% | 8% | i | 0%
Cc1ccc(S(=O)(=O)N(C)CC(=O)Nc2cccc3c2CCCC3)cc1 | 0.5 | 3% | -2% | -0.2% | -13% | -1% | ? | i | 1%
Cc1sc(NC(=O)CN2CCOCC2)c(C#N)c1C | -1.5 | 4% | 21% | 7.0% | 17% | 8% | 5% | i | 0%
CC(C)C(=O)Nc1c(O)c2ccccc2[nH]c1=O | -0.5 | 6% | 1% | -0.7% | 14% | 7% | 5% | i | 3%
O=C(NC(=S)Nc1ccc(CN2CCOCC2)cc1)c1ccco1 | -0.7 | 4% | 1% | 2.5% | ? | 6% | 0% | i | 1%
CC(C(=O)N1CCc2ccccc21)n1cccc1 (stereo not drawn) | -3.2 | 2% | 4% | -0.5% | -4% | 6% | 0% | i | -4%
Nc1nc(SCC(=O)N2CCCC2)[nH]c(=O)c1NC(=O)c1ccco1 | -0.2 | -5% | -8% | -0.3% | 0% | 2% | 7% | i | -2%
CC1(C)NC(=O)N(CC(O)CN(c2cccc([N+](=O)[O-])c2)S(=O)(=O)c2ccccc2)C1=O (stereo not drawn) | -1.6 | 15% | 0% | -0.8% | -8% | 2% | 5% | i | 0%
Cc1ccc([C@H]2C[C@H](O)[C@@H](n3cc(COC(=O)c4ccccc4)nn3)CN2CC2CCCCC2)cc1 | -0.2 | -2% | . | -1.3% | . | -16% | -26% | i | .
Cc1nn(C)c(C(=O)N2CCOCC2)c1Cl | 1.6 | 2% | -10% | -0.2% | -12% | 8% | -24% | i | -1%
CCOc1ccccc1NC(=O)c1nc(-c2ccccc2)oc1C | -1.1 | 9% | 0% | 6.6% | 7% | -26% | -13% | i | 0%
Cn1nc(C(C)(C)C)cc1C(=O)N1CCCCC1c1cc(C(=O)N2CCOCC2)no1 (stereo not drawn) | -0.2 | 0% | . | 0.6% | . | 4% | -7% | i | .
O=C(c1cccc(C(F)(F)F)c1)C1CCCN(Cc2cccn2-c2ncccn2)C1 (stereo not drawn) | -2.9 | -6% | -2% | 3.1% | -14% | 0% | ? | i | 0%
COc1ccc(-c2nc3c(c(SCc4cc(C)ccc4C)n2)Cc2c(CO)cnc(C)c2O3)cc1 | . | . | -2% | 0.1% | 25% | . | 27% | . | .
CCC(C)N1C(=O)CCC1C(=O)O (stereo not drawn) | 0.2 | 7% | -7% | 0.1% | 11% | 9% | -1% | i | -2%
Cc1nn(C(=O)N2CCCCC2)c(C)c1CN1C(=O)c2ccccc2C1=O | -1.4 | 11% | -6% | 0.3% | -18% | -1% | -2% | i | ?
CCOC(=O)N1CCN(C(=O)CCSc2ccccc2)CC1 | -0.1 | 7% | -4% | -0.2% | 7% | 6% | -8% | i | 0%
Cc1cccc(NC(=O)CSc2nnnn2-c2ccc3c(c2)OCCO3)n1 | -1.7 | -7% | -6% | 2.2% | -5% | 1% | ? | i | -4%
O=C(OCC(=O)N1CCOCC1)c1ccc2[nH]c3c(c2c1)CCCC3 | -3.0 | 0% | 1% | -0.3% | 17% | -9% | -8% | i | 0%
O=C(CC(=O)Nc1ccccc1C(F)(F)F)Nc1ccccc1C(F)(F)F | -2.0 | 4% | 4% | -0.4% | 17% | 2% | 9% | i | 2%
Cc1cccn2c(=O)c(C=O)c(Nc3ccc(S(N)(=O)=O)cc3)nc12 | 0.2 | 8% | 3% | 2.8% | 3% | 6% | ? | i | 1%
COc1cc(C(=O)N/N=C/c2sccc2C)cc(OC)c1OC | 2.6 | -2% | ? | 0.0% | 15% | 9% | ? | i | -1%
Cc1ccc(CSc2nnc(SCC(=O)N/N=C/c3ccc(C(=O)O)cc3)s2)cc1 | 0.0 | 3% | -1% | -1.5% | -17% | -27% | -14% | i | 0%
CCN(CC)CCCNC(=O)c1cn(-c2cccc(OC)c2)c(=O)c2ccccc12 | 0.1 | 0% | -2% | -1.0% | -2% | -9% | -2% | i | -1%
CCOC(=O)N1CCN(C(=O)CSc2nc3c([nH]c4ccccc43)c(=O)n2C)CC1 | -3.4 | 8% | -1% | -1.2% | ? | 25% | 13µM* | i | -3%
COc1ccccc1N1CCN(Cc2cnc3ccc(Cl)cn23)CC1 | 1.4 | 8% | 0% | -1.0% | ? | 2% | 21% | i | 1%
CCC(C)Nc1nnnc2c1sc1nc3c(cc12)COC(C)(C)C3 (stereo not drawn) | 0.5 | -4% | -3% | 0.4% | 0% | 2% | -7% | i | 0%
CCCCn1c(N)c(N(CC(C)C)C(=O)c2cccs2)c(=O)[nH]c1=O | -2.8 | 0% | 0% | -0.7% | -6% | -6% | -29% | i | -1%
CC1CCN(c2oc(-c3ccco3)nc2S(=O)(=O)c2ccccc2)CC1 | -0.7 | 7% | -3% | 2.1% | -17% | 1% | 8% | i | -3%
CC(=O)Nc1ccc(C(=O)N/N=C/c2ccccc2OC(=O)c2ccc(Cl)cc2)cc1 | 1.3 | -4% | -16% | 4.6% | ? | 0% | ? | i | 1%
Cc1ccc(-c2noc(CN(C(=O)c3ccc4c(c3)OCO4)C(C)C)n2)cc1 | -1.4 | 7% | 5% | -0.7% | -2% | 0% | -7% | i | 1%
COc1ccc(OC(C)C(=O)N(C)Cc2nc(-c3ccccc3)no2)cc1 (stereo not drawn) | -1.2 | 4% | -3% | 0.1% | -28% | 1% | -14% | i | 1%
O=C(COC(=O)c1ccc(F)cc1)Nc1ccc2c(c1)OCO2 | -1.5 | 3% | 9% | 1.6% | 11% | 9% | 9% | i | 0%
COc1ccc(S(=O)(=O)N(C)c2ccc(C(N)=O)cc2)cc1 | -2.3 | -1% | -1% | 0.0% | 3% | 8% | -10% | i | 2%
O=[N+]([O-])C(C1CCS(=O)(=O)C1)C1CCS(=O)(=O)C1 (stereo not drawn) | -1.5 | 2% | 2% | -0.8% | -14% | 2% | 10% | i | -1%
N#Cc1c(-c2ccc(F)cc2)cc(-c2cccnc2)nc1N | 1.9 | -5% | -2% | -0.3% | 10% | -3% | 16% | i | 0%
Cc1cc(C(F)(F)F)n(-c2nc(C(=O)N/N=C/c3ccc(F)cc3)cs2)n1 | 0.4 | -21% | -12% | 0.4% | -26% | 2% | 0% | i | -7%
C=CCn1c(SCN2C(=O)c3ccccc3C2=O)nc2ccc(Cl)cc2c1=O | -2.2 | 3% | -5% | 3.7% | ? | 0% | 6% | i | -3%

2 entries drawn at random from the list so far:
SMILES | CCT modulator | EPAC2 ag | A549 viability | Nrf2 ARE act | Nrf2 inh | EPAC2 antag | TGFb inhibitor | pAkt inh | Mm-Cpn inhibitor
Cc1cc(C(F)(F)F)n(-c2nc(C(=O)N/N=C/c3ccc(F)cc3)cs2)n1 | 0.4 | -21% | -12% | 0.4% | -26% | 2% | 0% | i | -7%
C=CCn1c(SCN2C(=O)c3ccccc3C2=O)nc2ccc(Cl)cc2c1=O | -2.2 | 3% | -5% | 3.7% | ? | 0% | 6% | i | -3%
